Assay outcomes deposited in PubChem BioAssay by National Center for Advancing Translational Sciences (NCATS).
TDP-43 yeast inh = rescues yeast growth from TDP-43 toxicity. TDP-43 expressing yeast growth rescue, BacTiter-Glo, 24 h. Potency, µM (doses to about 46.1 µM), for the others: at the top dose growth rescue (activation), actives largely listed as activators. hit rate 1.8% among 410,000; further: potency means the concentration at half of the fitted maximal effect; % of control where 0% means no effect; nearly all actives have a fitted effect of over 50% in size
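Yeast cells expressing TDP-43 under galactose induction are exposed to compounds for 24 hr at 30 deg C. BacTiter-Glo luminescence measures growth, so protective compounds score as activators.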
PTHR1 agonist = agonists of human PTHR1 parathyroid hormone receptor | hit rate 0.075% among 410,000 | Potency, µM (top dose mostly 115 µM), for the others: top-dose activation, usual class: activators | Q03431 | HEK293 GP2 PTHR1 cells, GloSensor cAMP luminescence, 1 h; further: potency means the concentration at half of the fitted maximal effect; nearly all actives have a fitted effect of over 55% in size; some results filed as inactive show a strong effect at the top dose; inactives centre near -15; many of its hits are not listed in these tables
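HEK-293-derived GP2 cells expressing PTHR1 and a GloSensor cAMP reporter, 3,000/well, plated overnight, given luciferin plus IBMX (each 0.5 mM as added) for 1 h at 37 °C, then compound for 1 h at 37 °C. Luminescence was read after 15 min at room temperature.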
DRD3 antagonist = blocks the human D3 dopamine receptor | D3R cells, DiscoveRx beta-arrestin luminescence, antagonist mode; hits give low values | hit rate 2.5% among 360,000 | max response, negative = inhibition, %; in the data active means max response below about -50%; inconclusive means no clear call, values can overlap the other calls; further: on the % scale 0 is the no-effect control and ±100 the full control effect; mostly tested at two doses, the higher about 12 µM
Target sequence (P35462 whole entry, looked up): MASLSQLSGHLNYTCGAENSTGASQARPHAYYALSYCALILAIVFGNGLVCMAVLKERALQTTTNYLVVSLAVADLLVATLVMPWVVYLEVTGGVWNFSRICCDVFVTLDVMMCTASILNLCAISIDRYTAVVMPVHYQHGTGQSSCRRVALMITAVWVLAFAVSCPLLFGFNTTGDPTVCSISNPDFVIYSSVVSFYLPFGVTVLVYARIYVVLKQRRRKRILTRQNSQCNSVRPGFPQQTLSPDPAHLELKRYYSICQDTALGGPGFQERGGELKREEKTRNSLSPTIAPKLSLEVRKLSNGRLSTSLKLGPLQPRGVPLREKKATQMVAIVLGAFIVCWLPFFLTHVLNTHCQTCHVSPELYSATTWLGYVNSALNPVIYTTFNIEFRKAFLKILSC
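Cells plated overnight at 1500 cells/well, then exposed to library compounds with dopamine controls for 90 minutes at 37 degrees C. DiscoveRx reagent added for 30–60 minutes at room temperature; luminescence read, quantitative HTS format.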
GLP1R inv ag = inverse agonists of human GLP-1 receptor | HEK293 GLP-1R CRE-luciferase, luminescence, 24 h; GLP-1R form is constitutively active | Potency, µM (series often up to 38.3 µM), for inactives: at the top dose activity change, negative = inhibition, most hits filed as inhibitors | hit rate 1.6% among 410,000; further: potency means the concentration at half of the fitted maximal effect; on the % scale 0 is the no-effect control and ±100 the full control effect; nearly all actives have a fitted effect of over 55% in size
Target sequence (P43220 whole entry, looked up): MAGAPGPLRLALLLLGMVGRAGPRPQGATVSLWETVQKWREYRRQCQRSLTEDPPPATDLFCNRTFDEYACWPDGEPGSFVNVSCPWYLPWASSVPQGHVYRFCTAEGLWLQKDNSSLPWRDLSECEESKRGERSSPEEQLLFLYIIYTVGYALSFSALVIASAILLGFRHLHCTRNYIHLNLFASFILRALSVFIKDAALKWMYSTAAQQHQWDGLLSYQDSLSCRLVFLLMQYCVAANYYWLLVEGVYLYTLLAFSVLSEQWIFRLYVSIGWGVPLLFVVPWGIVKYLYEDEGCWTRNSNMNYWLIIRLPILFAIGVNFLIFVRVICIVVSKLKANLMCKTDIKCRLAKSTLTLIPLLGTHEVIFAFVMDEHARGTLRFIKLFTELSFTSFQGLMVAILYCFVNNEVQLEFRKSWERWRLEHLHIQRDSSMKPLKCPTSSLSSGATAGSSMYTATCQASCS
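Inverse agonists were sought by their lowering of basal cAMP reporter luciferase output in HEK293 cells stably carrying constitutively active human GLP-1R, after 24 h compound treatment.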
GLP1R ag = activates the human GLP-1 receptor; P43220; Potency, µM (series often up to 45.6 µM), without a hit: at the top dose activation, most hits filed as activators; hit rate 0.007% among 380,000; HEK293 GLP-1R CRE-luciferase, luminescence, 4-6 h; cells express a hypersensitive GLP-1R form; further: potency means the concentration at half of the fitted maximal effect; % of control where 0% means no effect
HEK293 tox = cytotoxicity counter-screen for GLP-1 receptor inverse agonists; hit rate 0.13% among 410,000; HEK293 cAMP-luciferase reporter cells, luminescence, 24 h; AID 624418; Potency, µM (highest dose often 38.3 µM), for the others: top-dose activity change, negative = inhibition, most hits filed as inhibitors;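 further: loss of luciferase light is scored as toxicity; potency means the concentration at half of the fitted maximal effect; on the % scale 0 is the no-effect control and ±100 the full control effect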
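Compound-treated cells are incubated 24 hr at 37 deg C under 5% CO2 after a 12 hour attachment period, then luciferase detection reagent is added and luminescence is measured following 12 min at room temperature; lowered signal indicates toxicity.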
D3 ag = D3 dopamine receptor (human) agonism; P35462; max activation, %; D3R DiscoveRx beta-arrestin cells, luminescence, 90 min; hit rate 0.58% among 410,000; in the data active means max activation above about 30%; further: 0% is about no effect; mostly tested at two doses, the higher about 12 µM
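Agonist-mode cell screen: cells plated at 1500/well and incubated overnight at 37 °C, then exposed to library compounds for 90 min at 37 °C. Detection reagent was added for 30–60 min at room temperature, and luminescence was read.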
KB-V1 cytotox = kills drug-selected multidrug resistant KB-V1 cells. AID 1347076. KB-V1 MDR cells viability, CellTiter-Glo, 72 h. hit rate 3.4% among 400,000. Potency, µM (top dose mostly 46.1 µM), inactives show at the top dose activity change, negative = cytotoxicity, hits mostly cytotoxic; further: potency means the concentration at half of the fitted maximal effect; on the % scale 0 is the no-effect control and ±100 the full control effect; nearly all actives have a fitted effect of over 60% in size
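KB-V1 MDR subline cells in DMEM (phenol-red free, 10% FBS) exposed to compounds in qHTS concentration series for 72 h at 37 degrees C. Viability read by CellTiter-Glo luminescence; concentration-effect curves fitted after normalization and correction.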
aSyn yeast inh = alpha-synuclein toxicity inhibition in yeast; Yeast expressing alpha-synuclein, growth rescue, BacTiter-Glo, 24 h; Potency, µM (top dose mostly 46.1 µM), without a hit: top-dose growth rescue (activation), actives largely listed as activators; hit rate 0.14% among 370,000; further: potency means the concentration at half of the fitted maximal effect; % of control where 0% means no effect; nearly all actives have a fitted effect of over 65% in size
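Readout is rescue of growth in alpha-synuclein-expressing yeast, so inhibitors of toxicity appear as activators. Growth after 24 hr at 30 deg C in galactose medium is quantified by luminescence.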
* marks the source's active call; other numbers are inactive results; i = inactive; ? = inconclusive; / = not tested or not shown; & = joins results of further samples; [ ] = another dose, or the depositor's remark. Unless noted, the call rests on the fitted dose curve; in most records, active means well fitted curve in the direction sought with a large enough effect; inconclusive means small, poorly fitted or top-dose-only effect, or another doubt; inactive means no such curve, though single readings can be large; an effect the other way counts as inactive or inconclusive. A portion of the library (hit frequency here may not be typical).

SMILES	TDP-43 yeast inh	PTHR1 agonist	DRD3 antagonist	GLP1R inv ag	GLP1R ag	HEK293 tox	D3 ag	KB-V1 cytotox	aSyn yeast inh
C=CCN1C(=O)c2ccc(C(=O)N(C)CC(=O)Nc3c(C)cccc3C)cc2C1=O	?	7%	-14	10%	5%	7%	-17	-3%	-1%
COc1ccc(C(=O)N2c3ccccc3C=CC2C#N)cc1 (stereo not drawn)	18%	-22%	-6	?	0%	-20%	-5	-22%	-4%
COc1ccccc1C(OC(=O)c1cccs1)C(=O)NCc1ccco1 (stereo not drawn)	?	-52%[inhibitor]	-17	-10%	4%	-16%	1	11%	5%
COCCNc1nc2ccccc2n1CC(=O)c1ccc(OC)c(OC)c1	0%	-14%	-4	26%	21%	-9%	-7	?	0%
CCCn1c(=O)c2ccccc2n2c(SCC(=O)/C(C#N)=C(\C)N)nnc12	-33%[inhibitor]	i	-12	30%[activator]	-5%	?	-2	4%	2%
CC(=O)c1ccc(COC(=O)Cc2ccc([N+](=O)[O-])cc2)cc1	?	-53%[inhibitor]	-15	15%	19%	-10%	-6	5%	6%
O=C(c1cnn2cccnc12)N1CCN(Cc2ccc3c(c2)OCO3)CC1	-22%	13%[57.5 µM]	-28	-2%	-1%	-7%	-15	3%	0%
O=C(/C=C/c1ccccc1)Nc1ccc(Br)cn1	11%	-23%	0	-22%	9%	?	-13	-9%	-8%
COC(=O)c1ccccc1NC(=O)Nc1nnc(N2CCCCC2C)s1 (stereo not drawn)	17%	-17%	0	5%	5%	-13%	3	18%	-4%
CCCN(CC(=O)Nc1ccccc1OC)C(=O)CC1CCCC1	11%	-4%	11	8.9µM*	1%	14%	-2	-10%	9%
CS(=O)(=O)N1CCN(c2ccccc2NC(=O)c2cc3ccccc3o2)CC1	?	i	10	?	7%	15%	18	?	-16%
CN(CC(=O)Nc1ccncc1)S(=O)(=O)c1ccccc1	4%	i	26	2%	-2%	3%	4	?	-8%
CCOc1ccc(NC(=O)C2=C(C)C(=O)OC23CCC(C)CC3)cc1 (stereo not drawn)	20µM*	-10%	16	?	0%	-4%&2%	6&0	-18%	6%
O=C(Oc1cccc(/C=N/Nc2nc(N3CCOCC3)nc(N3CCOCC3)n2)c1)c1ccco1	1%	-12%	13	?	3%	-1%	0	-2%	1%
CCOC(=O)[C@@H]1[C@H]2COc3cc(OC)ccc3[C@@H]2N2C(=O)N(c3ccc(Cl)cc3)C(=O)[C@@]12C	0%	-2%	-9	-11%	-2%	1%	3	23%	-22%
c1ccc(-n2nnnc2Oc2cccc3cccnc23)cc1	23%	20%	-13	-15%	5%	?	-3	?	3%
Cc1ccc2nc(-c3ccc(Cl)c(NC(=O)COc4ccc(C(C)C)cc4)c3)oc2c1	23%	-4%	/	2%	/	5%	9	0%	/
O=C1C=CC(=O)N1c1ccc2c(c1)Cc1cc(F)ccc1-2	-94%[inhibitor]	-17%	-8	?	15%	-29%	5	8%	-75%[inhibitor]
Cn1cc(CNCc2cn[nH]c2-c2ccc(F)cc2)c(-c2ccc3c(c2)OCCO3)n1	4%	i	-10	-10%	11%	-5%	-3	9%	-8%
O=C(Cc1ccccc1)N1CCc2ccccc21	26%	-19%[57.5 µM]	13	?	8%	4%	-9	?	0%
C[C@H](CO)N1C[C@H](C)[C@@H](CN(C)S(=O)(=O)c2ccccc2)Oc2c(NC(=O)c3ccncc3)cccc2C1=O	-9%	9%	22	21%	-5%	6%	23	-5%	0%
Cc1sc2ncnc(Sc3ccccc3C(=O)Nc3ccc(C#N)cc3)c2c1C	?	i	1	14%	5%	-16%	2	-6%	9%
O=C(Nc1nccs1)c1ccc([N+](=O)[O-])cc1	0%	-21%	-13	20%	-3%	7%	-11	4%	-7%
CCN(CC)CCCNC(=O)c1cc(-c2ccc(Cl)c(Cl)c2)on1	-27%	-4%	-9	5.6µM*	-14%	?	-29	-1%	-2%
Cc1nnc(-c2ccc(N3CCCCCC3)c([N+](=O)[O-])c2)o1	21%	-42%[inhibitor]	-3	14%	22%	-5%	5	?	14%
The results go on:
SMILES	TDP-43 yeast inh	PTHR1 agonist	DRD3 antagonist	GLP1R inv ag	GLP1R ag	HEK293 tox	D3 ag	KB-V1 cytotox	aSyn yeast inh
Cc1cc2c(c(=O)n1CCCn1ccnc1)C(c1ccco1)C(C#N)=C(N)O2 (stereo not drawn)	4%	?	-3	0%	3%	35%[activator]	-12	0%	-6%
O=C(NCCn1cc(SCc2ccc(C(F)(F)F)cc2)c2ccccc21)c1cccs1	4%	-38%[inhibitor]	/	11µM*	-5%	-8%	0	?	/
CCC(C)n1c(=N)c(C(=O)NCc2ccccc2)cc2c(=O)n3cc(C)ccc3nc21 (stereo not drawn)	1%	0%	/	20%	-1%	77%[activator]	-12	?	/
CCc1nn(CCCC(=O)N2CCN(c3cccc(OC)c3)CC2)c(=O)c2cc3occc3n12	5%	9%	/	16%	/	-3%	3	-6%	/
Cc1ccc(CNS(=O)(=O)c2ccc(-c3cc(C(F)(F)F)on3)s2)cc1	23%	i	/	2%	/	-17%	5	/	/
O=C(Nc1ncccn1)c1ccc([N+](=O)[O-])o1	11%	i	-8	110%[activator]	-1%	11%	4	-23%	12%
CC(C)OC(=O)CSc1nc2cc3c(cc2cc1C#N)OCO3	-7%	-34%[inhibitor]	13	0%	10%	9%	-2	-25%	2%
CNS(=O)(=O)c1cn(CC(=O)NCc2ccc(F)cc2)cc1S(=O)(=O)NC	17%	i	0	3%	0%	-9%	2	9%	-1%
Cc1nc(-c2ccc(F)cc2)c(CC(=O)Nc2ccc(C)c(S(=O)(=O)N3CCOCC3)c2)s1	-11%	i	1	-30%	11%	-21%	-1	-15%	-1%
CCOc1cc(N2CCOCC2)c(OCC)cc1NC(=O)COC(=O)c1ccc(OC)c([N+](=O)[O-])c1	7%	-11%	86	-1%	1%	-15%	-7	17%	0%
C=C(Cl)COc1cc(C)cc2oc(=O)cc(CC)c12	0%	-11%[57.5 µM]	2	6%	19%	-5%	-1	-28%	0%
CCc1ccc(C(=O)COC(=O)c2cnccn2)cc1	3%	i	6	3%	-13%	-9%	-8	?	2%
CC1CC(=O)Nc2ccccc2N1C(=O)Nc1ccc(F)cc1 (stereo not drawn)	-10%[1.82 µM]	i	1	1%	4%	5%	6	16%	2%
CC(C)N(Cc1nccn1C)C(=O)c1cc(COc2ccc3ncccc3c2)on1	-4%	-12%	-4	2%	8%	1%	3	-12%	-3%
CCOC(=O)c1c(C)nc2sc3c(=O)n(-c4ccc(C(C)=O)cc4)nnc3c2c1-c1ccc(OC)cc1	4%	i	80	29%	2%	-6%	22	?	-1%
Cc1ccc(OCCn2ccc(=O)[nH]c2=O)cc1C	21%	i	18	1%	-1%	4%	4	11%	2%
CCSc1cc(N2CCOCC2)nc(-c2ccccc2)n1	-2%	i	11	20%	1%	10%	2	3%	0%
CC(C)(C)C(=O)N1CCN(C(c2ccccc2)c2ccccc2)CC1	-2%	-4%	-9	?	1%	-8%	4	-16%	-11%
O=C(c1ccc2c(c1)OCO2)C1CCCN(Cc2ccccc2OC(F)F)C1 (stereo not drawn)	0%	i	-63*	?	-1%	20%	-16	3%	1%
CN(C(=O)CN1CCN(c2cnn(-c3ccccc3)c(=O)c2Cl)CC1)C1CCS(=O)(=O)C1 (stereo not drawn)	11%	i	19	0%	0%	-6%	4	6%	0%
CCCCCOc1ccc(NC(=O)C(=O)NCC2CCCN2CC)cc1 (stereo not drawn)	-8%	i	-2	?	8%	-1%	3	-5%	8%
Cc1cc(C(=O)N2CCCC2)n[nH]1	1%	-6%	17	7%	-1%	14%	1	25%	2%
Cc1ccc(NS(=O)(=O)c2ccc(-c3cnc(C4CC4)o3)cc2)c(C)c1	28µM*	-11%	-6	?	35%	2%	-4	2.6µM*	?
COC(=O)c1ccc(NC(=O)CSc2nnc(COc3c(C)cccc3C)o2)cc1	-1%	i	14	2%	4%	14%	0	0%	9%
O=C(NC1CCN(Cc2ccccc2)CC1)c1ccc(CS(=O)c2ccccc2Cl)o1 (stereo not drawn)	5%	i	-117*	-13%	-1%	1%	-6	-21%	-11%
(list continues)
SMILES	TDP-43 yeast inh	PTHR1 agonist	DRD3 antagonist	GLP1R inv ag	GLP1R ag	HEK293 tox	D3 ag	KB-V1 cytotox	aSyn yeast inh
CC(=O)c1sc(NC(=O)CN2C(=O)CCC2=O)nc1C	-6%	-20%[57.5 µM]	12	1%	-8%	-11%	-1	15%	-2%
O=C(CCC(=O)Nc1cccc([N+](=O)[O-])c1)N/N=C/c1cccs1	4%	i	-24	-29%	1%	-20%	-12	9%	-3%
COc1cc(C(=O)N=c2sc3ccccc3n2C)cc(OC)c1OC	9%	-18%	34	42%[activator]	11%	-4%	6	4.6µM*	-4%
Cc1nc2nc(Cc3ccccc3)nn2c(C)c1Cl	?	-5%[57.5 µM]	?	64%[activator]	15%	3%	-3	?	0%
COc1cc(C(c2c(C)[nH][nH]c2=O)c2c(C)[nH][nH]c2=O)cc(Cl)c1O	6%	i	1	15%	-5%	2%	0	16%	16%
CCCn1c2ccccc2c2cn[nH]c(=O)c21	?	i	0	18%	10%	3%	-14	-3%	-9%
Cc1ccc(C)c(C(=O)c2ccccc2NC(=O)c2ccccn2)c1	-7%[1.82 µM]	i	3	?	?	-13%	-8	?	1%
CC(OC(=O)Cn1[nH]c(=O)c2ccccc2c1=O)C(=O)Nc1ccc(Cl)cn1 (stereo not drawn)	?	-15%	14	9%	7%	9%	-10	11%	10%
CCOc1ccc(/C=C/c2nc(C#N)c(NCCc3ccccc3)o2)cc1	19%	-17%	/	?	/	-5%	-4	/	/
O=S(=O)(O)c1ccc(Cl)c(Cl)c1	-3%	i	13	7%	-1%	-10%	10	8%	8%
